PTHR1 ag: PTHR1 (human) receptor agonism; actives 0.075% (n = 410,000); AID 743266; Potency, µM (top dose mostly 115 µM), for inactives: top-dose activation, hits mostly activators; HEK293 GP2 PTHR1 cells, GloSensor cAMP luminescence, 1 h; also: potency is read from the fitted curve at half-maximal effect; nearly all actives have a fitted effect of over 55% in size; some results filed as inactive show a strong effect at the top dose; inactives centre near -15; many of its hits are not listed in these tables
Target sequence (Q03431 whole entry, looked up): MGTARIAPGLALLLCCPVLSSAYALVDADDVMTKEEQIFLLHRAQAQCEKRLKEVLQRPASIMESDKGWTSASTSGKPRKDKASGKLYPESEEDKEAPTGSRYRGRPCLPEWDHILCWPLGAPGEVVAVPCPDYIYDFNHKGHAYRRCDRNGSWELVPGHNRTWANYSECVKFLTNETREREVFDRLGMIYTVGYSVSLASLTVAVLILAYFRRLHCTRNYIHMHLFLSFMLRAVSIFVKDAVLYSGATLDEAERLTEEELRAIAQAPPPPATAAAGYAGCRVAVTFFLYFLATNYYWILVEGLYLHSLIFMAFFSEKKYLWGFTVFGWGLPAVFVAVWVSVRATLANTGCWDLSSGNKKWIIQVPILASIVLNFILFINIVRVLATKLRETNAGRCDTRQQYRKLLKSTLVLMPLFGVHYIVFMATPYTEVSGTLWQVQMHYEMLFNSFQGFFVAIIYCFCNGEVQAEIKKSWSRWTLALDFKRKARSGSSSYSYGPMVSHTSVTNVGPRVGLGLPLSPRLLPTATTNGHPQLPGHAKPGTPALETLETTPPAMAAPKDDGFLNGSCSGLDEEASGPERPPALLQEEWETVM
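HEK-293-derived GP2 cells expressing PTHR1 and a GloSensor cAMP reporter, 3,000/well, plated overnight, given luciferin plus IBMX (each 0.5 mM as added) for 1 h at 37 °C, then compound for 1 h at 37 °C. Luminescence was read after 15 min at room temperature.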
GLP-1R inv ag: inverse agonists of human GLP-1 receptor; P43220; HEK293 GLP-1R CRE-luciferase, luminescence, 24 h; GLP-1R form is constitutively active; Potency, µM (titrated, usually from 38.3 µM), for inactives: top-dose activity change, negative = inhibition, hits mostly inhibitors; actives 1.6% (n = 410,000); also: potency is read from the fitted curve at half-maximal effect; % is scaled to controls: 0 for no effect and ±100 for the full control effect; nearly all actives have a fitted effect of over 55% in size
Target sequence (P43220 whole entry, looked up): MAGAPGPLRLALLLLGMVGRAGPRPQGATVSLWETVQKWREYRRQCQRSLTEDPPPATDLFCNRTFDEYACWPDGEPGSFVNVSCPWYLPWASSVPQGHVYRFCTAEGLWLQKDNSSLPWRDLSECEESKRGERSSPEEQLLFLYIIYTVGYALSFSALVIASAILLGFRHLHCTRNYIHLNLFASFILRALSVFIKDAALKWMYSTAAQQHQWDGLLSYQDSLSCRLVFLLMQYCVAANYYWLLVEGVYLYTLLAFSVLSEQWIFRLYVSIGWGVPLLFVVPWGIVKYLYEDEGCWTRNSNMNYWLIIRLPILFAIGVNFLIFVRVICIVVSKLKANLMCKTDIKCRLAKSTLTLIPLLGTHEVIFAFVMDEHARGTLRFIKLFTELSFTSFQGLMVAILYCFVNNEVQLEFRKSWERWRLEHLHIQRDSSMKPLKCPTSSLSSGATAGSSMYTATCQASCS
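Readout was luciferase luminescence, measured 12 min after detection reagent at room temperature. Beforehand, GLP-1R reporter HEK293 cells had sat 12 h, then received compounds for 24 hr at 37 deg C.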
MmCpn inh: blocks the Methanococcus maripaludis chaperonin Mm-Cpn; Potency, µM (doses to about 76.9 µM), inactives show top-dose activity, negative = inhibition, usual class: inhibitors; AID 504842; purified Mm-Cpn ATPase, ADP Transcreener TR-FRET; actives 0.031% (n = 330,000); also: potency is read from the fitted curve at half-maximal effect; % is scaled to controls: 0 for no effect and ±100 for the full control effect; nearly all actives have a fitted effect of over 80% in size
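Purified archaeal Mm-CPN (25nM final) preincubated 10 min at 37degC with compound, then 10uM ATP for 30 min at 37degC; ADP measured by HTRF Transcreener TR-FRET; buffer 30 mM TRIS pH 7.4, 100mM KCl, 5mM MgCl2, 1mM DTT.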
FUS suppressor: suppressors of FUS proteinopathy in yeast; actives 0.24% (n = 390,000); S. cerevisiae FUS-expressing, growth rescue, OD600, 24 h; Potency, µM (titrated, usually from 76.6 µM), for inactives: top-dose growth rescue (activation), usual class: activators; AID 1347120;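 also: potency is read from the fitted curve at half-maximal effect; plate controls were DMSO vehicle for no effect and reference control for full effect; nearly all actives have a fitted effect of over 55% in size; some results filed as inactive show a strong effect at the top dose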
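Yeast expressing FUS under galactose induction, OD 0.005 in 2% galactose medium; compounds in a dilution series, 24 h at 30C. Growth rescue by absorbance at 600 nm; CP55940 positive control, DMSO negative.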
Abeta yeast res: restores growth of yeast expressing A-beta42 peptide; actives 0.063% (n = 410,000); yeast expressing A-beta42, growth rescue, OD600, 48 h; response scale: 0% DMSO, 100% iron-clioquinol control; Potency, µM (series often up to 46.1 µM), for inactives: at the highest dose growth rescue, actives largely listed as activators; also: potency is read from the fitted curve at half-maximal effect; nearly all actives have a fitted effect of over 55% in size
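Growth rescue measured by 600 nm absorbance after 48 h yeast culture at 30 C with compound. Values normalized between DMSO and an equimolar ferric chloride plus clioquinol control.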
TDP-43 yeast inh: TDP-43 toxicity inhibition in yeast; TDP-43 expressing yeast growth rescue, BacTiter-Glo, 24 h; Potency, µM (doses to about 46.1 µM), for inactives: top-dose growth rescue (activation), actives largely listed as activators; actives 1.8% (n = 410,000); AID 652104; also: potency is read from the fitted curve at half-maximal effect; % of control where 0% means no effect; nearly all actives have a fitted effect of over 50% in size
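Luminescence from BacTiter-Glo reports growth of TDP-43-expressing yeast after 24 hr at 30 deg C with compound. Cells were raffinose-pregrown to mid-log, then seeded in galactose medium at OD600=0.02.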
HEK293 tox: cytotoxicity in counter-screen for GLP-1R inverse agonists; actives 0.13% (n = 410,000); HEK293 cAMP-luciferase reporter cells, luminescence, 24 h; AID 624418; Potency, µM (top dose mostly 38.3 µM), inactives show top-dose activity change, negative = inhibition, actives largely listed as inhibitors;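 also: loss of luciferase light is scored as toxicity; potency is read from the fitted curve at half-maximal effect; % is scaled to controls: 0 for no effect and ±100 for the full control effect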
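MLSMR compounds, 24 hr on cells at 37 deg C/5% CO2; luminescence after luciferase reagent (12 min RT). Inhibition counted as the undesired cytotoxic outcome.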
aSyn rescue: rescues yeast growth from alpha-synuclein toxicity; Yeast expressing alpha-synuclein, growth rescue, BacTiter-Glo, 24 h; Potency, µM (top dose mostly 46.1 µM), for the others: top-dose growth rescue (activation), actives largely listed as activators; actives 0.14% (n = 370,000); AID 652106; also: potency is read from the fitted curve at half-maximal effect; % of control where 0% means no effect; nearly all actives have a fitted effect of over 65% in size
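Readout is rescue of growth in alpha-synuclein-expressing yeast, so inhibitors of toxicity appear as activators. Growth after 24 hr at 30 deg C in galactose medium is quantified by luminescence.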
pAkt inh: inhibitors of Akt phosphorylation; actives 0.32% (n = 360,000); Neuro2A IGF-stimulated pAkt S473 HTRF, 20 min; stronger effect = lower value; AID 651550; activity change, % for hits at 50 µM; in the data active = activity change below about -80%; inconclusive = mostly about -51% to -80%; also: % is scaled to controls: 0 for no effect and ±100 for the full control effect
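Neuro2A cells (4,500/well, DMEM with 0.5% FBS) were treated with compound at a single 50 µM final concentration, stimulated with 6 nM IGF for 20 min at 37 °C, and lysed. Phospho-Akt Ser473 was read by HTRF as 665/615 ratio ×10^4.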
Starred values were filed as active, the others as inactive; i = inactive; ? = inconclusive; . = no result given; [ ] = remark or other dose. Unless noted, calls follow the shape of the dose curve; as a rule, active = well fitted curve in the direction sought with a large enough effect; inconclusive = small, poorly fitted or top-dose-only effect, or another doubt; inactive = no such curve, though single readings can be large; an effect the other way counts as inactive or inconclusive. Only part of the results is shown; the hit share may differ from the screen's.

The line under a structure holds: PTHR1 ag | GLP-1R inv ag | MmCpn inh | FUS suppressor | Abeta yeast res | TDP-43 yeast inh | HEK293 tox | aSyn rescue | pAkt inh
Clc1ccccc1CN1CCN(/N=C/c2ccncc2)CC1
  -35%[inhibitor] | ? | -1% | 8% | 0% | 12% | 1% | 0% | i
O=C(CCN1C(=O)/C(=C/c2ccccc2F)SC1=S)NCCc1ccc(O)cc1
  i | ? | -3% | 33% | 2% | 25% | ? | 8% | i
Cc1c(Cl)cccc1NC(=S)NC1CCCC1
  -19% | ? | 1% | -15% | ? | 20µM* | -2% | -5% | i
CC(=O)c1cc(C)ccc1OC(=O)CCN1C(=O)C2C3c4ccccc4C(c4ccccc43)C2C1=O (stereo not given)
  i | 1% | 0% | -10% | -4% | -20% | -11% | -11% | i
COc1ccc(Cc2nnc(SCC(=O)Nc3ccccc3)[nH]c2=O)cc1
  2% | 3% | -3% | 18% | -2% | 0% | -9% | -5% | i
COCCCN(C(=O)c1ccco1)c1nc(-c2cc(OC)ccc2OC)cs1
  -5%[57.5 µM] | -6% | 1% | 44% | -2% | -12% | -11% | -6% | i
Cc1ccc(N2C(=O)C(CN3CCCC3)C2c2ccccc2)cc1 (stereo not given)
  -7% | 10µM* | 0% | 23% | 0% | -11% | -7% | 0% | i
C#CCOCCOCCOCCNc1nc(N2CCN(C(=O)CCCCCCCCCCNC(=O)Cn3cc(CCCCCN)nn3)CC2)nc(N2CCN(C(=O)CCCCCCCCCCNC(=O)[C@H]([C@@H](C)CC)n3cc(CCCCN=C(N)N)nn3)CC2)n1
  -22% | ? | 2% | ? | -77%[inhibitor] | -14% | ? | -57%[inhibitor] | i
CSCCC(NS(=O)(=O)c1ccc(C)cc1)C(=O)NNC(=O)c1csc(N2CCOCC2)n1 (stereo not given)
  i | 1% | -2% | 9% | 16% | 18% | -11% | -1% | i
Cc1cccc2c(=O)cc(C)n(Cc3ccccc3)c12
  -11% | ? | -2% | 10% | -12% | -16% | 2%[1.53 µM] | -4% | i

Marked active in GLP-1R inv ag, among the entries above:
SMILES	PTHR1 ag	GLP-1R inv ag	MmCpn inh	FUS suppressor	pAkt inh
Cc1ccc(N2C(=O)C(CN3CCCC3)C2c2ccccc2)cc1 (stereo not given)	-7%	10µM*	0%	23%	i

(continued)
The line under a structure holds: PTHR1 ag | GLP-1R inv ag | MmCpn inh | FUS suppressor | Abeta yeast res | TDP-43 yeast inh | HEK293 tox | aSyn rescue | pAkt inh
Cc1cc(C)c(-c2cc(NC(=O)COC(=O)c3ccc(C#N)cc3)n(-c3ccccc3)n2)cc1C
  i | -26% | -6% | ? | -2% | -7%[9.22 µM] | -1% | 0% | i
CCOC(=O)COc1cccc2c(=O)n(CC(=O)N3CCCc4ccccc43)ccc12
  i | -13% | 1% | 8% | -4% | -21% | 10% | 0% | i
CCc1ccccc1N=C1SCC(=O)N1C
  -3%[57.5 µM] | 9% | 0% | -2% | 17% | 27% | -14% | 0% | i
O=C(NCc1cccc(C(F)(F)F)c1)c1cc(Cl)ccc1Cl
  -37%[inhibitor] | ? | 0% | -36% | -11% | 9% | 22% | 1% | i
COc1ccc(CCNC(=O)c2ccc3c(c2)N(Cc2cccc(C)c2)C(=O)c2ccccc2S3(=O)=O)cc1OC
  -10% | -9% | . | ? | -8% | -1% | -3% | . | .
CC1Cc2ccccc2N1C(=O)COC(=O)c1ccccc1NCCO (stereo not given)
  -50%[inhibitor] | -30% | -6% | 23% | 10% | -8% | -1% | 1% | i
CC(=O)NNc1nc(-c2ccc(NC(C)=O)cc2)cs1
  -25% | 1% | -5% | 18% | 8% | 2% | -5% | 0% | i
CSc1ncccc1C(=O)NCC1CCCCC1
  -20% | 7% | -7% | -38% | 3% | 24% | 13% | 7% | i
COc1ccc(C2(C(=O)Nc3ccc(C)c(C)c3)CCOCC2)cc1
  i | ? | -2% | 13% | 1% | -20%[9.22 µM] | 3% | 1% | i
CC(C)CN(C(=O)c1cc(Cl)nc2ccccc12)c1c(N)n(Cc2ccccc2)c(=O)[nH]c1=O
  i | 12% | -2% | 6% | -7% | -18% | 17% | -6% | i
CCOC(=O)C1=CCN(S(=O)(=O)c2cccc(Cl)c2)C1c1cccc(C)c1 (stereo not given)
  i | 23% | . | -18% | 11% | 15% | 3% | 7% | i
CCC(C)[C@H](Nc1nc(-c2ccccc2)nc2c1oc1ccccc12)C(=O)O (stereo not given in full)
  i | ? | -1% | 9% | -6% | 0% | -19% | 8% | i
COc1ccc2c(CSc3nc4nc(C)cc(C)n4n3)cc(=O)oc2c1
  i | 80%[activator] | -3% | 24% | -10% | -20% | -8% | -5% | i
Cc1ccc2nc(-c3cccc(Cl)c3)c(Nc3ccc4c(c3)OCO4)n2c1
  -14% | -1% | . | -4% | -6% | 4% | 0% | -3% | .
CCn1c(CNC(=O)c2cccs2)nnc1SCC(=O)NCCc1ccccc1
  -23% | 9% | -3% | 1% | ? | -18% | -5% | 9% | i
CCOC(=O)c1ccc(Cl)c(NC(=O)c2ccc(-c3ccccc3)cc2)c1
  -34%[inhibitor][57.5 µM] | 8% | -2% | -10% | -2% | 8% | 2% | 1% | i
CCOC(=O)Cn1nc2oc(=O)c(CCN3CCN(c4ccccc4OC)CC3)c(C)c2c1C
  i | 21% | . | -3% | 2% | 19% | 2% | 5% | i
CCC1=NN2C(=N)/C(=C/c3cc(C)n(-c4ccccc4)c3C)C(=O)N=C2S1
  -6% | 12% | -1% | 1% | 18% | -7% | -1% | 0% | i
COc1ccc(/C=C/C(=O)OCC(=O)c2ccc3c(c2)NC(=O)CO3)cc1
  -25% | -6% | 1% | -21% | 10% | 10% | 4% | 1% | i
Cn1c(=O)n(C)c2cc(N3CCOCC3)c(NS(=O)(=O)c3cccc(C#N)c3)cc21
  -20% | 11% | . | -7% | -25% | 14%[9.22 µM] | 60%[activator] | . | .

A section taken from the entries so far:
The line under a structure holds: PTHR1 ag | GLP-1R inv ag | MmCpn inh | FUS suppressor | Abeta yeast res | TDP-43 yeast inh | HEK293 tox | aSyn rescue | pAkt inh
CCOC(=O)C1=CCN(S(=O)(=O)c2cccc(Cl)c2)C1c1cccc(C)c1 (stereo not given)
  i | 23% | . | -18% | 11% | 15% | 3% | 7% | i
CCC(C)[C@H](Nc1nc(-c2ccccc2)nc2c1oc1ccccc12)C(=O)O (stereo not given in full)
  i | ? | -1% | 9% | -6% | 0% | -19% | 8% | i
COc1ccc2c(CSc3nc4nc(C)cc(C)n4n3)cc(=O)oc2c1
  i | 80%[activator] | -3% | 24% | -10% | -20% | -8% | -5% | i
Cc1ccc2nc(-c3cccc(Cl)c3)c(Nc3ccc4c(c3)OCO4)n2c1
  -14% | -1% | . | -4% | -6% | 4% | 0% | -3% | .
CCn1c(CNC(=O)c2cccs2)nnc1SCC(=O)NCCc1ccccc1
  -23% | 9% | -3% | 1% | ? | -18% | -5% | 9% | i

(list continues)
canonical_smiles	PTHR1 ag	GLP-1R inv ag	MmCpn inh	FUS suppressor	Abeta yeast res	TDP-43 yeast inh	HEK293 tox	aSyn rescue	pAkt inh
CCc1cccc(CC)c1NC(=O)c1cc(CN2C(=O)c3ccccc3C2=O)ccc1OC	i	?	0%	32%	10%	15%	-3%	-8%	i
Cc1ccc(CNC(=O)CCCCCNC(=O)N2CCn3c2nc2ccccc23)cc1	i	-12%	3%	23%	1%	6%	-8%	2%	i
O=C(NN1C(=O)C2C3C=CC(C3)C2C1=O)c1ccccc1 (stereo not given)	i	3%	1%	-14%	-1%	-15%	0%	-6%	i
O=C(CCC(=O)Nc1ccccc1)N/N=C/c1cccnc1	i	6%	1%	8%	5%	2%	16%	?	i
CCCNC(=O)C1(C)CCN(Cc2cc(-c3ccccc3)on2)C1 (stereo not given)	-25%	-25%	.	-11%	-9%	4%	-1%	0%	i
CCS(=O)(=O)N1CCC(c2nc3ccccc3[nH]2)CC1	i	10%	-2%	1%	0%	5%	2%	?	i
CC1(C)C(C=C(Cl)Cl)C1C(=O)N/N=C/c1ccccc1F (stereo not given)	-69%[inhibitor]	?	1%	4%	-8%	-5%	32%[activator]	-13%	i
CN1CCN(C(=O)/C(=C/c2ccccc2)c2ccccc2)CC1	-15%	0%	0%	-14%	-2%	-18%	5%	-4%	i
COc1cc(NC(=O)COC(=O)[C@@H]2CCCN2S(=O)(=O)c2ccc(Cl)cc2)cc(OC)c1OC	-10%	-2%	0%	14%	17%[9.22 µM]	16%	-9%	7%	i
CCn1cc(C(=O)NCCc2ccc(OC)c(OC)c2)c(=O)c2cc(S(=O)(=O)N3CCc4ccccc4C3)ccc21	?	-6%	.	?	-8%	-14%	4%	.	.
CN(CCC#N)C(=O)CSc1ncnc2sc(-c3ccccc3)cc12	-32%[inhibitor]	0%	-8%	34%	6%	17%	5%	8%	i
O=C(OCc1ccc(O)cc1)c1c(-c2ccsc2)oc2ccc(N3CCOCC3)cc12	-11%	-1%	0%	5%	-7%	6%	107%[activator]	0%	i
CN(CC(=O)Nc1ccccc1Br)C(=O)c1ccc(-c2ccc(Cl)cc2)o1	i	-29%	1%	.	3%	7%	-19%	12%	i

Source: PubChem BioAssay
